# Screens from PubChem.
# p53 reactivator – re-activators of mutant p53 | H1299 p53-A138V BP100-luciferase reporter, luminescence, 24 h | Potency, µM (top dose mostly 92.2 µM), for the others: at the top dose activity change, positive = activation, hits mostly activators | 320,000 compounds, 0.063% hits | AID 504706; further: potency means the concentration at half of the fitted maximal effect; % of control where 0% means no effect; nearly all actives have a fitted effect of over 45% in size
#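 H1299 (p53-null), stable ts p53-A138V + BP100-Luc; 1000 cells/well, Opti-MEM/10% FBS; cpd 4 pt, 1:5; 24 h, 37 deg C, 5% CO2; detection reagent 10 min RT; luminescence.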
# Gal4-VP16 FLuc – inhibits Gal4-VP16 luciferase reporter, ROR gamma counter-screen; Potency, µM (doses to about 53.6 µM), without a hit: at the highest dose activity, negative = inhibition, hits mostly inhibitors; 310,000 compounds, 3.5% hits; AID 2546; Drosophila S2 Gal4-VP16 UAS-luciferase, luminescence, 20 h;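 further: Gal4-VP16 expression switched on by copper sulfate through the metallothionein promoter; potency means the concentration at half of the fitted maximal effect; on the % scale 0 is the no-effect control and ±100 the full control effect; nearly all actives have a fitted effect of over 50% in size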
# ELG1 genotoxic – induces genotoxicity in HEK293T cells with luciferase-tagged ELG1; HEK293T ELG1-luciferase reporter, luminescence, 16 h; Potency, µM (top dose mostly 46 µM), inactives show top-dose activity change, positive = activation, actives largely listed as activators; 330,000 compounds, 1.3% hits; further: potency means the concentration at half of the fitted maximal effect; % of control where 0% means no effect; nearly all actives have a fitted effect of over 60% in size
#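 ELG1-luciferase HEK293T cells, 2,000/well; compound pinned in; 16 hr, 37 °C, 5% CO2; ONE-Glo, 30 min RT; luminescence on CCD imager.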
# RORg inh – inhibitors of mouse ROR gamma transcriptional activity. P51450. Drosophila S2 Gal4-RORgamma UAS-luciferase reporter, 20 h. Potency, µM (series often up to 53.6 µM), inactives show at the highest dose activity change, negative = inhibition, most hits filed as inhibitors. 310,000 compounds, 5.4% hits. AID 2551; further: potency means the concentration at half of the fitted maximal effect; on the % scale 0 is the no-effect control and ±100 the full control effect; nearly all actives have a fitted effect of over 60% in size
#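 Read-out: Photinus luciferase luminescence; inhibitors lower reporter signal. Insect Schneider cells with Gal4-ROR gamma fusion under metallothionein promoter, UAS reporter; 700 uM final copper sulfate induction, 20 hr, ambient temperature.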
# FLuc counter – firefly luciferase modulation, counter-screen for miR-21 project. P08659. purified FLuc, Km substrates, luminescence inhibition. Potency, µM (highest dose often 57.5 µM), for inactives: at the highest dose activity change, negative = inhibition, most hits filed as inhibitors. 360,000 compounds, 6.9% hits. AID 588342;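 further: potency means the concentration at half of the fitted maximal effect; plate controls were vehicle for no effect and reference inhibitor for full effect; nearly all actives have a fitted effect of over 55% in size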
# Target sequence (P08659 whole entry, looked up): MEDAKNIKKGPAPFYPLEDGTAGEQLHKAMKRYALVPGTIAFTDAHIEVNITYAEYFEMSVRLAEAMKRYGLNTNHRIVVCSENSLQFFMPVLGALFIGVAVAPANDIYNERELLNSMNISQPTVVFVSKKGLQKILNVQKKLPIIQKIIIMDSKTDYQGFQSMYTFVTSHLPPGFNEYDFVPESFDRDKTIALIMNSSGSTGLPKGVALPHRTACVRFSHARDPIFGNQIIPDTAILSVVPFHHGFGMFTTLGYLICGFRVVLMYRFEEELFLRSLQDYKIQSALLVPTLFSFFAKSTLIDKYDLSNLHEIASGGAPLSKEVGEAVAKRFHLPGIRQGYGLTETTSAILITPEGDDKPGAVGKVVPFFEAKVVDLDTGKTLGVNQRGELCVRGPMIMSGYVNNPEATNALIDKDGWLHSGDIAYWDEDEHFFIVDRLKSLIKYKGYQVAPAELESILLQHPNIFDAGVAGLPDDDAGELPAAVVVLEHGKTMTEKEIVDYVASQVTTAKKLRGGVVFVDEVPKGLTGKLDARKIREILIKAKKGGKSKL
#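 Purified P. pyralis luciferase, 10 nM final, with Km-level 10 uM D-luciferin and 10 uM ATP in 50 mM Tris acetate pH 7.5, 10 mM Mg acetate, 0.01% Tween-20, 0.05% BSA; 6-point qHTS titration about 60 µM downward; luminescence read.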
# BRCA1 expr act – activators of BRCA1 expression; 380,000 compounds, 1.1% hits; Potency, µM (highest dose often 46.1 µM), inactives show top-dose activation, usual class: activators; MCF7-BRCA1-FFLuc reporter, luminescence, 48 h; response scale: scaled: vehicle 0%, 10 µM genistein 100%; further: potency means the concentration at half of the fitted maximal effect; nearly all actives have a fitted effect of over 80% in size; some results filed as inactive show a strong effect at the top dose
#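 Compounds are tested at multiple concentrations on MCF7 BRCA1-luciferase reporter cells seeded at 2000 per well; after 48 h, a single luminescence end-point is taken and curves fitted to the normalized data.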
# NPC1 prom act – NPC1 promoter activation; 320,000 compounds, 2.4% hits; Huh7 NPC1 promoter luciferase reporter, 24 h; Potency, µM (highest dose often 9.22 µM), without a hit: top-dose activation, actives largely listed as activators;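 further: potency means the concentration at half of the fitted maximal effect; % of control where 0% means no effect; nearly all actives have a fitted effect of over 60% in size; reporter is driven by a mutant NPC1 promoter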
#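 Luminescence from an NPC1 promoter-driven luciferase reporter in stably transfected Huh7 cells was measured after 24 h compound treatment at 37 °C, followed by 10 min ambient incubation with luciferase detection reagent.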
# TRPV1 agonist – agonists of human vanilloid receptor 1 (TRPV1); AID 540275; TRPV1-expressing cells, Fluo-8 calcium influx, agonist mode; 320,000 compounds, 0.19% hits; activation, % at 8.33 µM; in the data active means activation above about 80%; inconclusive means between about 30% and that limit; further: 0% is about no effect
#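 TRPV1-expressing cells were cultured overnight at 35.5C and loaded with Fluo-8 calcium dye for 40 to 90 min at room temperature. After a 10 s baseline, compound was added and calcium influx was read kinetically for 3 min (ex 480/em 520 nm).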
# Tb PFK block – T. brucei PFK enzyme inhibition; T. brucei PFK, ADP-Glo luminescence; Potency, µM (doses to about 57.5 µM), without a hit: top-dose activity, negative = inhibition, hits mostly inhibitors; 330,000 compounds, 0.17% hits; AID 485367;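 further: potency means the concentration at half of the fitted maximal effect; 0% = uninhibited 1x PFK enzyme wells and -100% = no-enzyme wells; nearly all actives have a fitted effect of over 60% in size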
# Target sequence (O15648 whole entry, looked up): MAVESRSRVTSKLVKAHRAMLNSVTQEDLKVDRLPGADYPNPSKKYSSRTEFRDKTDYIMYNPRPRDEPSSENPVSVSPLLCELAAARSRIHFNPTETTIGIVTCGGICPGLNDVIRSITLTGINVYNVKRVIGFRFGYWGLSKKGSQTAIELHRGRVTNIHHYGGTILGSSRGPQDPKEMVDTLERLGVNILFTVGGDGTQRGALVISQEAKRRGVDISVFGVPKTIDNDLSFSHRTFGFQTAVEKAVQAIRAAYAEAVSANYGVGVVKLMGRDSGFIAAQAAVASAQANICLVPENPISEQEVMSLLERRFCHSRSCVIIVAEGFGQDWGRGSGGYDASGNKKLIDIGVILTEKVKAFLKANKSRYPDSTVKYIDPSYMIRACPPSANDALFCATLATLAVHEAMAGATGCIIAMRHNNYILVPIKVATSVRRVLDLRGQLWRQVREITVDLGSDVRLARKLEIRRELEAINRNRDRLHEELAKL
#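 Activity is normalized to no-enzyme wells (full inhibition) and 1.25 nM enzyme wells (no inhibition). Reaction: 0.5 mM F6P, 0.1 mM ATP, 45 min RT, ADP-Glo luminescence; concentration-response curves fitted and classed by quality.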
# Rab9 prom act – Rab9 promoter activation; Huh7 Rab9 promoter-luciferase reporter, luminescence, 24 h; 320,000 compounds, 2.8% hits; AID 485297; Potency, µM (doses to about 9.22 µM), for the others: at the top dose activation, negative = inhibition, most hits filed as activators; further: potency means the concentration at half of the fitted maximal effect; % of control where 0% means no effect; nearly all actives have a fitted effect of over 60% in size
#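 Huh7 cells stably carrying a Rab9 promoter-luciferase reporter, 1500 cells per well in OP-MEM I with 10% FBS, treated with compound 24 hours at 37C. Luciferase activity read by luminescence after 10 minutes with Amplite reagent.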
# ELG1 DNA repair – inhibitors of ELG1-dependent DNA repair in HEK293T cells | AID 504467 | HEK293T ELG1-luciferase reporter, luminescence, 16 h; DNA damage induced by 5-fluorouridine | Potency, µM (doses to about 46.1 µM), without a hit: at the highest dose activity change, negative = inhibition, usual class: inhibitors | 330,000 compounds, 2.3% hits; further: potency means the concentration at half of the fitted maximal effect; on the % scale 0 is the no-effect control and ±100 the full control effect; nearly all actives have a fitted effect of over 55% in size
#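 Luminescence from the luciferase reporter, measured 30 min after ONE-Glo reagent at room temperature, was the read-out. Beforehand, 2,000 cells per well were exposed for 16 hr at 37 °C to 5-fluorouridine together with compound or vehicle.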
# * hit, by the source's call; ? = inconclusive; nt = not tested or not shown; & = joins results of further samples; [ ] = remark or other dose. Unless noted, the call rests on the fitted dose curve; in most records, active means well fitted curve in the direction sought with a large enough effect; inconclusive means small, poorly fitted or top-dose-only effect, or another doubt; inactive means no such curve, though single readings can be large; an effect the other way counts as inactive or inconclusive. Compounds as they come. Share with any hit: about 15%.
Structure | ELG1 DNA repair | ELG1 genotoxic | Tb PFK block | Rab9 prom act | RORg inh | NPC1 prom act | Gal4-VP16 FLuc | FLuc counter | p53 reactivator | TRPV1 agonist | BRCA1 expr act
COc1ccc(NC(=O)c2ccc(-c3ccc(-c4noc(C)n4)cc3C)cc2)cc1N1CCN(C)CC1 | ? | -27.6% | 0.3% | -31.6%[inhibitor][46.1 µM] | 20µM* | -29.9%[46.1 µM] | 31.6µM* | -13.3% | 3.0% | -0.5 | -51.3%&0.0%
Cc1ccc2c(n1)sc1c(N)ncnc12 | 13.0% | -2.2% | 3.0% | 0.2% | -24.4% | ? | -8.6% | -1.5% | 8.9% | -3.5 | -22.5%
Cc1oc(-c2ccccc2)nc1Cn1cccc1C1=NC(c2ccccc2)CO1 (configuration not stated) | 2.6% | -3.4% | 1.9% | 3.7% | -32.8% | -3.8% | ? | 0.2% | 7.5% | 23.8 | -43.2%
CCc1nnc(NS(=O)(=O)c2ccc(NC(=O)Nc3ccc(OC)cc3)cc2)s1 | 14.5% | -6.6% | ? | -0.7% | 5.9% | -5.2% | -7.9% | ? | ? | -1.2 | 3.3%
COc1ccc(OCC(N)=O)cc1 | 2.7% | 1.8% | 3.5% | 0.6% | -2.9% | -0.1% | -8.5% | 3.4% | 2.2% | -0.9 | 0.0%
Oc1ccc(N2CCN(C(c3cccnc3)c3nnnn3Cc3ccccc3)CC2)cc1 (configuration not stated) | -28.5% | -18.0% | -15.2% | -7.6% | 24.6% | 0.2% | 16.5% | -0.6% | -24.1% | -2.1 | -5.8%
Clc1ccc2nc(N3CCN(c4ccccc4)CC3)sc2c1 | ? | ? | 5.4% | 0.891µM* | -22.5% | 1.41µM* | -6.8% | 0.601µM* | ? | -3.4 | ?
CCOC(=O)c1nnn(-c2nonc2N)c1CN(C)C1CCCCC1 | -6.1% | 3.2% | 5.0% | 1.4% | 0.9% | -4.1% | -1.7% | 4.3% | 2.8% | 7.9 | 1.8%
CCc1nnc(NS(=O)(=O)c2ccc(NCc3cc(Cl)cc(Cl)c3O)cc2)s1 | 8.6% | 4.2% | -6.2% | 2.3% | 0.5% | 2.3% | -14.8% | 0.1% | 25.4% | -2.0 | -25.2%
Cc1ccc(N2C(=O)CC(Sc3ccccc3C(=O)O)C2=O)c([N+](=O)[O-])c1 (configuration not stated) | 3.7% | 0.3% | 5.9% | -7.4% | -30.8% | -3.0% | -11.4% | -4.5% | 9.4% | -0.4 | -2.5%
Cc1ccc(C(=O)NCCCNC(=O)c2ccc(C)nc2)cc1 | 2.5% | 8.4% | 0.0% | 5.0% | 0.5% | 1.2% | 0.4% | 4.3% | 3.1% | -0.5 | -4.0%
CCCCC(C(=O)NC(C)c1ccccc1)C(=O)NC(C)c1ccccc1 (configuration not stated) | 0.6% | -1.8% | -21.7% | -0.3%[1.84 µM] | 0.3% | -2.1% | -7.2% | -0.1% | -5.7% | 6.1 | -11.0%
CCOP(=O)(OCC)C(Nc1ccc([N+](=O)[O-])cc1)c1ccc(Cl)cc1 (configuration not stated) | -7.3% | -4.9% | -4.4% | 0.9% | -0.6% | -21.3% | 3.2% | -2.3% | -4.7% | 1.6 | -19.0%
CCCCn1c(N)c(N(CCOC)C(=O)CN2C(=O)C3CCCCC3C2=O)c(=O)[nH]c1=O (configuration not stated) | 5.3% | 1.1% | -2.4% | -6.5% | nt | -4.3% | nt | 2.9% | ? | 0.7 | 2.8%
CCOc1ccc(NC(=O)CN(C)C(=O)C2(c3ccccc3)CC2)cc1OCC | 4.5% | -9.1% | 8.5% | 2.2% | nt | -0.5% | nt | -1.0% | 7.8% | -0.7 | 5.7%
c1ccc(-c2ccccc2OCCCN2CCOCC2)cc1 | -0.5% | -4.9% | -11.7% | -12.7% | 16.8% | 0.7% | -6.4% | ? | 21.9% | 3.2 | 29.7%
O=c1[nH]c(C2CCN(S(=O)(=O)Cc3ccccc3)CC2)nc2c1nnn2Cc1cccc(Cl)c1 | -7.8% | 1.3% | 0.0% | -6.6% | 1.2% | 1.2% | -20.0% | -1.6% | 10.4% | 0.0 | -55.1%
COC(=O)c1sc(N)c(C(=O)OC)c1COC(=O)CNS(=O)(=O)c1ccc(C)cc1 | -23.2% | 0.0% | -1.1% | 1.7% | 20.0% | 2.2% | -7.4% | 1.6% | -7.0% | 1.5 | 10.0%
COc1ccc(/C=N/n2cncn2)cc1Cn1cc([N+](=O)[O-])cn1 | 10.0% | -0.2% | -0.4% | 2.0% | -1.2% | 0.3% | 0.1% | -0.8% | 1.0% | nt | 15.1%
Cc1onc(-c2ccccc2)c1-c1n[nH]c(=S)n1-c1ccccc1Cl | -7.4% | 0.4% | -5.8% | 1.6% | 4.47µM* | 0.2% | 15.8µM* | 7.5% | 0.3% | 3.8 | -29.6%
COc1ccc(C2OC(=O)CC2C(=O)NC(C)C)cc1 (configuration not stated) | 10.4% | 2.7% | 1.8% | 15.8% | 2.6% | -0.4% | 12.8% | -1.4% | -7.4% | 3.1 | 13.2%
COc1cccc(-c2nc(CS(=O)(=O)CC(=O)Nc3ccc(F)cc3F)c(C)o2)c1 | -11.0% | -2.8% | 1.0% | -6.3% | 11.2% | -0.1% | -2.3% | 1.9% | -4.7% | 16.9 | 0.0%
COc1ccc(-c2cc(C)no2)cc1S(=O)(=O)N1CC(=O)Nc2ccccc21 | ? | 8.1% | 2.5% | -0.6% | -26.7% | -2.2% | -1.7% | 1.2% | -12.0% | 0.9 | -33.9%
CC(=O)N1CC2(NC(=O)c3ccccc3N2)c2ccccc21 (configuration not stated) | 16.2% | -0.5% | 1.3% | -3.0% | 10.2% | -0.5% | -8.7% | -0.3% | 0.2% | -2.8 | 0.0%
Cc1cc(C)c(NC(=O)COC(=O)/C=C/c2cccc(C(F)(F)F)c2)c(C)c1 | 12.3% | 1.3% | -0.5% | -5.4% | 0.4% | -5.8% | -8.8% | 1.2% | -6.1% | -0.7 | -2.7%
CC1CN(S(=O)(=O)c2cccc(C(=O)Nc3ccccc3N3CCCC3)c2)CC(C)O1 (configuration not stated) | -9.6% | -5.3% | -3.8% | -10.5% | nt | -12.7% | nt | -1.3% | 0.8% | 3.5 | -39.2%
Cc1nn(C)c(Cl)c1C(=O)NCC(=O)Nc1ccc(C(C)C)cc1 | -0.4% | -8.4% | -16.2% | -2.7% | 15.9% | -8.6% | -1.8% | -4.8% | -3.7% | -4.2 | -19.0%
[S-]c1nnc(-c2ccc(Br)cc2)n1-c1ccccc1.[Zn+2] | 7.8% | 1.8% | -22.1% | 4.8% | -2.8% | -0.2% | 11.1% | -12.9% | nt | -4.7 | -0.9%
N/C(=N/O)C(c1ccccc1)c1ccccc1 | ? | 0.8% | -0.3% | 10.9% | 81.1% | 8.4% | -1.1% | -7.5% | 28.5% | 10.7 | 18.7%
Cc1ccc(OCC(O)CNCc2ccc(F)cc2)cc1 (configuration not stated) | 13.3% | 0.2% | 0.9% | 1.5% | -15.0% | -38.7%[inhibitor] | 2.3% | -0.1% | -2.0% | -3.5 | 55.3%
CCn1c(=S)sc2c(=O)n(CC(=O)Nc3cccc(Br)c3)c(C)nc21 | ? | -5.4% | -0.8% | -5.6% | 31.8% | -2.1% | -2.3% | 0.3% | 0.2% | 4.1 | -60.6%
COc1cccc(C2=CC(=O)C[C@H](c3ccc4c(c3)OCO4)C2)c1OC | ? | 8.3% | -5.5% | -3.0% | nt | 22.1% | nt | ? | 11.5% | ? | ?
COc1ccc2c(c1)-c1nc(NC(=O)c3cccs3)sc1CC2 | ? | -0.9% | -0.1% | 20.2% | 8.91µM* | 3.0% | ? | 19µM* | 14.0% | 1.3 | -17.3%
CCOC(=O)c1c(NC(=S)N2CCOCC2)sc2c1CCN(C(=O)OCC)C2 | 23.1µM* | 3.3% | 6.5% | -1.2% | -23.0% | -7.1% | -2.0% | -3.8% | -14.5% | 8.7 | -83.4%
COc1ccc(N2CCN(C(C)C(=O)N3CCCC3)CC2)cc1 (configuration not stated) | 8.5% | -4.2% | -3.9% | -2.7% | -4.9% | -0.3% | 2.6% | 1.6% | 2.4% | 0.4 | -4.2%
CCCCCn1nc(C)c(/C=N/NC(=O)c2ccoc2C)c1C | ? | ? | -5.4% | ? | ? | ? | 8.91µM* | 21.3µM* | ? | -4.8 | ?
Cc1cccc2sc(NNC(=O)c3cc(-c4cccs4)nc4ccccc34)nc12 | ? | -3.0% | -12.4% | -0.6% | 0.251µM* | 0.5% | 17.8µM* | -14.3% | 12.3% | 2.6 | -77.9%
